Screening data from PubChem BioAssay.
Alkaline phosphatase: inhibition of tissue-nonspecific alkaline phosphatase – biochemical, luminescent (AID 518); purified TNAP enzyme, luminescent substrate readout; higher % means a stronger effect; inhibition, % at 20 µM, or IC50 in µM where a hit was titrated; 64,000 tested, 0.09% active; in the data active means a potency from the dose series; inactive means the rest, 99 in 100 with inhibition below about 22%;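 further: plate controls were vehicle for no effect and reference inhibitor for full effect; many of its hits are not listed in these tables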
MK inhibit: inhibitors of Streptococcus pneumoniae mevalonate kinase. purified MK, PK/LDH-coupled NADH absorbance 340 nm. inhibition, % at 10 µM. 65,000 tested, 0.48% active. AID 555;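 active means ranked among the strongest by inhibition in the single 10 µM screen, a fixed top-ranked set picked for dose follow-up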; further: no value below 0 was filed
Bfl-1 inhibitors: Bfl-1 inhibitors, primary screen, biochemical, fluorescence polarization, FITC-Bid, mouse (AID 432); FITC-Bid BH3 peptide fluorescence polarization displacement; higher % means a stronger effect; one-dose displacement, % at 20 µM; IC50 in µM for titrated hits; 64,000 tested, 0.02% active; in the data active means a potency from the dose series; inactive means the rest, 99 in 100 with displacement below about 15%; further: strong numbers were not always called active
LYP inhibition: inhibition of human PTPN22 tyrosine phosphatase – biochemical, DiFMUP fluorescence, recombinant catalytic domain, 10 µM, primary screen (AID 606) | inhibition, % at 10 µM, or IC50 in µM where a hit was titrated | 52,000 tested, under 10 active | recombinant LYP catalytic domain, DiFMUP fluorescence; higher % means a stronger effect;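 active means IC50 under 40 µM in the dose-response test; inactive means IC50 of 40 µM or more, or never dose-tested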
KRASV12 cytotoxicity: viability loss of HPDE-C7K cells – cell-based, fluorescence, HTS, primary screen (AID 431); HPDE-C7K KRASV12 cells, Alamar Blue viability, 48 h; higher % means a stronger effect; one-dose cytotoxicity, % at 10 µM; EC50 in µM for titrated hits; 63,000 tested, 1.7% active;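 active means compounds whose percent cytotoxicity in the single-dose primary screen, scaled between solvent and toxic-drug controls, exceeds 50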;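 further: 0% = DMSO solvent wells and 100% = doxorubicin-treated wells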
HPDE-C7 viability: cytotoxicity in HPDE-C7 cells, cell-based, fluorescence, HTS (AID 430); one-dose cytotoxicity, % at 10 µM; EC50 in µM for titrated hits; HPDE-C7 pancreatic duct cells viability, fluorescence; higher % means a stronger effect; 63,000 tested, 1.8% active;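 further: cells exposed to compound for 48 hours before viability readout; 0% = vehicle and 100% = reference cytotoxic drug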
HT1080 viability: HT1080 cell viability loss – fluorescence readout (AID 620); HT1080 viability, fluorescence; higher % means a stronger effect; one-dose cytotoxicity, % at 10 µM; EC50 in µM for titrated hits; 87,000 tested, 0.42% active;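 further: cells exposed to compound overnight then 4 h with Alamar Blue; 0% = vehicle DMSO and 100% = killing control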
Spn DPM-DC inh: blocks S. pneumoniae diphosphomevalonate decarboxylase | purified DPM-DC, PK/LDH coupled NADH fluorescence | calls only at 10 µM | 65,000 tested, 0.49% active;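 active means the 320 compounds with the highest percent inhibition in the single-dose primary screen, excluding strongly autofluorescent ones, cut at about 32% in these data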;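 further: kinetic rate of NADH fluorescence loss reporting ADP formed by the decarboxylase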
PMK inhibit: inhibitors of Streptococcus pneumoniae phosphomevalonate kinase; purified PMK, PK/LDH-coupled NADH absorbance 340 nm; inhibition, % at 10 µM; 65,000 tested, 0.49% active; AID 539;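 active means top-ranked compounds by inhibition in the single 10 µM screen, taking a fixed number of the strongest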;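 further: 0% = full reaction with DMSO carrier and 100% = background rate without enzyme reaction; no value below 0 was filed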
PMK inhibit pilot replicates: recorded beside PMK inhibit, whose call it bears; inhibition, %; measured here: pilot screen replicates
MK inhibit pilot replicates: further read-out of MK inhibit, marked with its call; inhibition, %; measured here: pilot screen replicates
Spn DPM-DC inh pilot screen %: second read-out of Spn DPM-DC inh, no call of its own (marks repeat the call); inhibition, %; measured here: pilot screen trials
* hit, by the source's call; i = inactive; x = not tested or not shown; + = active, no number. Unless noted, no stated cut-off is given here; in the data, active means cytotoxicity above about 50%; inactive means the rest.

SMILES	Alkaline phosphatase	MK inhibit	Bfl-1 inhibitors	LYP inhibition	KRASV12 cytotoxicity	HPDE-C7 viability	HT1080 viability	Spn DPM-DC inh	PMK inhibit	others
Cc1ccc(S(=O)(=O)N2CCN(C(=O)CSc3nnnn3C)C2)cc1	-1.2%	7.0	5.6%	12.8%	30.0%	-6.8%	-4.7%	i	12.0	PMK inhibit pilot replicates=0.0;MK inhibit pilot replicates=0.0;Spn DPM-DC inh pilot screen %=2.0
COc1ccccc1C(=O)Nc1ncc2c(n1)CC(c1ccco1)CC2=O (stereo not drawn)	17.8%	11.0	2.3%	25.1%	-10.4%	-6.6%	4.4%	i	13.0
COc1cc(SC)ccc1C(=O)Nc1ccon1	10.5%	10.0	2.4%	x	2.2%	-5.1%	-3.2%	i	6.0	PMK inhibit pilot replicates=0.0;MK inhibit pilot replicates=0.0;Spn DPM-DC inh pilot screen %=1.0
CC(=O)Nc1nc(CC(=O)c2ccccc2)cs1	3.4%	0.0	0.1%	-1.1%	0.5%	-5.7%	-4.1%	i	1.0
Brc1ccc(CSc2ncn[nH]2)cc1	2.6%	2.0	-4.8%	5.8%	x	x	4.0%	i	0.0
CCNC(=O)c1ccccc1NC(=O)c1cccc(S(=O)(=O)N2CCC(C)CC2)c1	12.7%	4.0	-13.3%	10.5%	27.0%	3.8%	0.0%	i	12.0
Cc1ccc(S(=O)(=O)NCC(=O)N(CCc2ccccc2)CC(=O)NCc2ccco2)cc1	8.4%	10.0	-1.9%	38.6%	18.5%	21.3%	-3.7%	i	13.0
CC1(C)C(=O)Nc2ccccc2N1C(=O)CN1C(=O)c2ccccc2C1=O	9.0%	0.0	-0.5%	13.7%	-3.5%	-2.2%	17.7%	i	16.0
COC(=O)C1=C(C)NC(=O)C1(Nc1nccs1)C(F)(F)F (stereo not drawn)	14.9%	6.0	-3.9%	12.4%	-5.7%	-0.9%	2.3%	i	7.0
N#Cc1ccc(Sc2nc3ccccc3[nH]2)cc1C#N	0.3%	7.0	-4.1%	1.9%	1.4%	-9.9%	7.7%	i	0.0
CCOc1cccc(NC(=O)CC#N)c1	6.4%	14.0	4.6%	12.3%	-26.3%	-19.6%	6.5%	i	4.0
CCOC(=O)CCCCC(=O)c1[nH]c(=O)[nH]c1CSc1nc(-c2ccccc2)c(C#N)c(=O)[nH]1	17.6%	4.0	5.2%	14.1%	x	x	3.0%	i	10.0
COc1ccc(NC(=O)C2CCC(C)(C(=O)O)C2(C)C)cc1 (stereo not drawn)	-1.6%	0.0	-2.0%	0.5%	-6.3%	-11.5%	x	i	0.0
CCOC(=O)C1/C(=N\O)CC(C)(O)C(C(=O)OCC)C1c1ccc(OC)c(OC)c1 (stereo not drawn)	6.9%	4.0	-0.9%	1.7%	-1.3%	1.2%	-5.4%	i	14.0
CCOCCCNC(=O)c1ccccc1SCC	10.2%	3.0	1.5%	x	-16.6%	-16.7%	4.5%	i	0.0
O=C(C(c1ccccc1)N1CCOCC1)N1CCOCC1 (stereo not drawn)	10.2%	5.0	-1.5%	-5.7%	-5.7%	1.4%	-2.2%	i	3.0
COc1ccc2c(c1)-c1nc(NC(=O)c3ccco3)sc1CC2	x	1.0	x	4.8%	x	x	14.3%	i	15.0
CC(=O)c1c(N2CCCCC2)nc(=O)n(-c2ccccc2)c1C	11.5%	x	1.0%	5.2%	-16.3%	-10.1%	-1.4%	i	8.0
CCOc1ccccc1OCC(=O)Nc1nnc(COC)s1	10.3%	4.0	-1.3%	9.1%	9.3%	-2.7%	3.6%	i	14.0	PMK inhibit pilot replicates=0.5;MK inhibit pilot replicates=3.0;Spn DPM-DC inh pilot screen %=1.0
OCCNc1ncnc2c1c(-c1ccccc1)c(-c1ccccc1)n2Cc1ccco1	17.7%	0.0	10.6%	-19.3%	21.6%	37.5%	x	+	5.0	PMK inhibit pilot replicates=1.5;MK inhibit pilot replicates=1.0;Spn DPM-DC inh pilot screen %=21.0*

Grouped by structure: the entries above containing a halogen
SMILES	Alkaline phosphatase	MK inhibit	Bfl-1 inhibitors	LYP inhibition	KRASV12 cytotoxicity	HPDE-C7 viability	HT1080 viability	Spn DPM-DC inh	PMK inhibit	others
Brc1ccc(CSc2ncn[nH]2)cc1	2.6%	2.0	-4.8%	5.8%	x	x	4.0%	i	0.0
COC(=O)C1=C(C)NC(=O)C1(Nc1nccs1)C(F)(F)F (stereo not drawn)	14.9%	6.0	-3.9%	12.4%	-5.7%	-0.9%	2.3%	i	7.0

(continued)
SMILES	Alkaline phosphatase	MK inhibit	Bfl-1 inhibitors	LYP inhibition	KRASV12 cytotoxicity	HPDE-C7 viability	HT1080 viability	Spn DPM-DC inh	PMK inhibit	others
CN(C)c1ccc(-c2nnc(-c3ccc(S(=O)(=O)C(F)F)cc3)o2)cc1	8.4%	8.0	-68.5%	11.6%	-3.6%	3.9%	19.7%	i	10.0
CCC(CO)Nc1ncnc2c1cnn2-c1ccc(Cl)cc1 (stereo not drawn)	13.0%	7.0	-4.6%	1.4%	41.0%	27.8%	0.4%	i	0.0	PMK inhibit pilot replicates=6.5;MK inhibit pilot replicates=1.5;Spn DPM-DC inh pilot screen %=3.5
Cn1c(=O)c2ccccc2n(Cc2ccccc2F)c1=O	12.7%	6.0	4.3%	3.8%	2.5%	3.8%	6.8%	i	8.0	PMK inhibit pilot replicates=0.0;MK inhibit pilot replicates=0.0;Spn DPM-DC inh pilot screen %=0.0
CC1(c2ccccc2)NC(=O)N(CCN2C(=O)c3ccccc3C2=O)C1=O (stereo not drawn)	0.2%	1.0	-4.5%	x	-12.1%	-5.9%	-2.6%	i	19.0
Cn1c(Cc2ccccc2)nnc1SCC(=O)Nc1ccccc1N1CCOCC1	2.1%	5.0	-1.5%	-2.7%	5.3%	2.9%	-7.1%	i	1.0
COC(=O)CSc1nc2c(c(-c3ccco3)c1C#N)CCCC2	14.5%	17.0	-3.2%	-0.5%	24.3%	-5.9%	-9.4%	i	7.0
C=CCn1c(SCC(=O)Nc2ccccc2C)nnc1-c1ccncc1	12.9%	3.0	-4.4%	x	-9.6%	-4.8%	2.3%	i	11.0
COCCCn1c(=N)c(C(=O)NCC2CCCO2)cc2c(=O)n3cccc(C)c3nc21 (stereo not drawn)	9.3%	11.0	6.0%	2.5%	-0.1%	-1.5%	5.6%	x	11.0	PMK inhibit pilot replicates=1.0;MK inhibit pilot replicates=0.0
CCOC(=O)N1CCC(NC(=O)CN2C(=O)CCSc3ccccc32)CC1	13.1%	11.0	1.5%	-8.2%	7.3%	8.1%	10.6%	i	4.0	PMK inhibit pilot replicates=0.0;MK inhibit pilot replicates=1.0;Spn DPM-DC inh pilot screen %=0.0
Brc1ccc(C2=Nn3c(nnc3-c3cccnc3)SC2)s1	9.3%	1.0	-2.3%	-4.1%	-6.1%	-9.8%	-0.1%	i	5.0
CS(=O)(=O)Nc1ccc2c(c1)nc1n2CCOC1	4.3%	2.0	-2.2%	6.7%	5.3%	4.8%	6.4%	i	0.0
Cc1cc(C)c2cc(CN(CC3CCCO3)C(=O)NC3CCCCC3)c(=O)[nH]c2c1 (stereo not drawn)	2.0%	1.0	-2.3%	11.9%	10.8%	6.2%	-7.0%	i	16.0	PMK inhibit pilot replicates=0.5;MK inhibit pilot replicates=4.0;Spn DPM-DC inh pilot screen %=9.5
CC(=O)Nc1ccc(S(=O)(=O)N2CCN(CC(=O)NC3CCCC3)CC2)cc1	-6.4%	11.0	5.5%	-4.8%	-6.5%	-4.4%	-4.2%	i	0.0
O=C(Nc1ccc(Cl)cc1)Nc1ccc(N2CCOCC2)cc1	5.6%	9.0	8.4%	1.1%	3.0%	1.2%	3.2%	i	7.0
COCc1cc(C)nc2sc(C(=O)OC(C)C)c(N)c12	0.9%	6.0	-1.8%	-4.8%	11.8%	4.9%	6.8%	i	5.0
CCOC(=O)N1CCC(Nc2c(N3CCN(c4cccc(C(F)(F)F)c4)CC3)c(=O)c2=O)CC1	4.6%	7.0	-1.7%	-12.8%	-13.8%	-16.2%	1.0%	i	12.0
COC(=O)c1[nH]c2cc(OC)ccc2c1NC(=O)c1ccc2c(c1)OCO2	6.6%	3.0	-1.8%	-0.4%	5.3%	5.7%	13.5%	i	10.0
Cc1cc(NC(=O)c2oc3ccccc3c2C)ccc1-n1cnnn1	8.8%	10.0	-3.9%	x	5.6%	-5.8%	75.3%*	i	8.0
CCc1nc2ccccc2c(=O)n1NC(=O)c1c(O)c2ccccc2[nH]c1=O	0.9%	10.0	1.4%	x	14.3%	-2.5%	4.7%	i	2.0
COCc1nn2c(N)c(C#N)cnc2c1-c1ccccc1	27.4%	5.0	0.5%	-0.8%	3.2%	13.2%	3.6%	i	0.0
Cc1ccc(C(=O)O)c(C(=O)Nc2nc(C)cs2)c1	11.9%	0.0	-2.8%	23.3%	-10.2%	-14.7%	21.2%	i	17.0
CCCCSc1nnc(-c2ccccc2N)c(=O)[nH]1	4.1%	0.0	2.1%	x	-3.1%	5.3%	-10.0%	i	0.0
CC(C)CNS(=O)(=O)c1ccc(CCC(=O)N2CCN(Cc3ccccc3)CC2)cc1	10.4%	5.0	-1.7%	13.4%	-1.6%	-6.8%	-0.5%	i	5.0
COC(=O)c1sccc1NC(=O)c1ccoc1C	11.9%	9.0	-5.0%	2.7%	-8.3%	-9.4%	6.0%	i	0.0
O=C(O)CCc1ccc(-c2cccs2)n1NC(=O)c1ccccc1Br	11.7%	0.0	13.8%	x	-0.4%	-3.6%	-2.5%	i	7.0	PMK inhibit pilot replicates=0.0;MK inhibit pilot replicates=0.0;Spn DPM-DC inh pilot screen %=0.0
CC(=O)Nc1ccc(S(=O)(=O)NCC2CCC(C(=O)N3CCN(c4ccccn4)CC3)CC2)cc1 (stereo not drawn)	12.5%	0.0	-0.5%	x	-0.1%	-11.6%	1.9%	i	14.0
CCN=C(Nc1cccc(F)c1)SC1CC(=O)N(c2ccc(OC)cc2)C1=O (stereo not drawn)	10.0%	8.0	-0.8%	8.5%	7.4%	-0.8%	3.2%	i	10.0
COc1ccc(/C(O)=C2/C(=O)C(=O)N(CCN(C)C)C2c2ccc(OC)c(OC)c2)c(C)c1 (stereo not drawn)	8.1%	0.0	-4.6%	8.0%	6.9%	1.4%	10.6%	i	16.0
COc1cc(OC)c(NC(=O)CCc2nc(-c3cccs3)no2)cc1Cl	12.4%	6.0	5.2%	7.4%	12.8%	8.7%	x	i	12.0
CCOc1ccc2nc(NC(NC(=O)CC)(C(=O)OC)C(F)(F)F)sc2c1 (stereo not drawn)	17.0%	0.0	2.2%	6.5%	4.1%	6.7%	-0.6%	i	8.0
CCS(=O)(=O)N1CCN(Cc2nc3ccccc3c(=O)[nH]2)CC1	6.9%	3.0	-2.7%	11.7%	x	x	-4.6%	i	19.0
O=C(Oc1cccc(-n2cnnn2)c1)c1sc2ccccc2c1Cl	8.2%	0.0	-2.8%	x	-5.7%	2.2%	-8.6%	i	15.0
CCNc1nc(NCC)n2c(SCc3ccc(F)cc3)nnc2n1	1.5%	4.0	1.0%	-0.1%	-18.0%	-10.8%	0.2%	i	10.0
